# G9a block: blocks human histone lysine methyltransferase G9a. G9a H3K9 monomethylation, AlphaScreen, 2 h. Potency, µM (doses to about 102 µM), inactives show at the top dose activity, negative = inhibition, most hits filed as inhibitors. 350,000 compounds, 8.8% hits. AID 504332; further: on the % scale 0 is the no-effect control and ±100 the full control effect; nearly all actives have a fitted effect of over 75% in size
# Target sequence (Q96KQ7 913-1193 limits assumed): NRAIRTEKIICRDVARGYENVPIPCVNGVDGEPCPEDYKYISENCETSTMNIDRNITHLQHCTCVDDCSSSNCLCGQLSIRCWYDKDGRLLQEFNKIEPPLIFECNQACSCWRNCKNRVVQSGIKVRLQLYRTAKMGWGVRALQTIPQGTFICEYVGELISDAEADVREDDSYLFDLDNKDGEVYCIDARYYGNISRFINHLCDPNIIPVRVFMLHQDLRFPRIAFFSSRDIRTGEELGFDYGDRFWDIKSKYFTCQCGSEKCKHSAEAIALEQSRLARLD
#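 Readings reflect AlphaScreen signal from monomethyl-H3K9 antibody detection. HMT at 20 nM; substrate b-H3K9 500 nM; cofactor SAM 20 uM; 2 h RT reaction; compounds tested as titrations in qHTS with 15 min preincubation.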
# BAZ2B block: BAZ2B (human) inhibition; Q9UIF8; AlphaScreen BAZ2B-H3K14Ac peptide displacement; Potency, µM (series often up to 114 µM), inactives show at the highest dose activity change, negative = inhibition, actives largely listed as inhibitors; 360,000 compounds, 4.4% hits; further: on the % scale 0 is the no-effect control and ±100 the full control effect; nearly all actives have a fitted effect of over 60% in size
#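 BAZ2B (50 nM) with biotin-H3(5-23)K14Ac peptide (50 nM) in PBS pH 7.4, 0.01% Tween-20, preformed 30 min, then compound 30 min at room temperature; top concentration 110uM. AlphaScreen streptavidin donor/nickel chelate acceptor beads (10 ug/mL final), 20 min dark, signal read.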
# GLS inhibitor: glutaminase GLS (human) inhibition; 410,000 compounds, 0.21% hits; AID 624170; Potency, µM (top dose mostly 45.5 µM), inactives show top-dose activity change, negative = inhibition, hits mostly inhibitors; O94925; GLS enzymatic activity, qHTS titration; further: on the % scale 0 is the no-effect control and ±100 the full control effect
#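 hKGA in 45 mM KH2PO4 pH 8.2, 0.02% Tween-20 with pin-transferred compounds; 1 mM L-glutamine (stock) plus glutamate oxidase/HRP/Amplex Red coupling added. Fluorescence read initially and after 30 min at RT.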
# PGK inhibitor: inhibitors of T. brucei phosphoglycerate kinase; P07378; PGK/GAPDH coupled, Kinase-Glo luminescence, 60 min; Potency, µM (series often up to 57.5 µM), for the others: at the top dose activity change, negative = inhibition, most hits filed as inhibitors; 380,000 compounds, 0.043% hits; AID 602233; further: on the % scale 0 is the no-effect control and ±100 the full control effect; nearly all actives have a fitted effect of over 60% in size
#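 Recombinant glycosomal PGK reaction used 1,3-bisphosphoglycerate generated in-well by GAPDH (100nM final) in 100mM TEA pH 7.6, 5mM MgCl2, 0.01% Tween-20. After 60 minutes at room temperature, ATP was read by Kinase-Glo Plus luminescence end-point.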
# POLI inh: DNA polymerase iota (human) inhibition | Q9UNA4 | Pol iota fluorescent replication assay, 10 min | Potency, µM (doses to about 115 µM), for inactives: top-dose activity, negative = inhibition, actives largely listed as inhibitors | 390,000 compounds, 1% hits | AID 588590
#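 Pol iota at 10 nM preincubated 15 min with compounds at room temperature; reaction started with fluorescent substrate, 50 nM final. Fluorescence read kinetically at 0 and 10 min; buffer-only wells as negative control.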
# Pin1 inh: human Pin1 inhibition. Pin1 FP peptide displacement, HiFluor488, 10 min. Potency, µM (doses to about 115 µM), for the others: at the highest dose activity, negative = inhibition, hits mostly inhibitors. 390,000 compounds, 0.009% hits. Q13526; active means well fitted inhibition curve with a large enough effect in the polarisation, with a control signal flat, not every such curve was filed as active; inconclusive means small, poorly fitted or top-dose-only effect, or effect the other way, or a change in a side signal; inactive means no such curve, though single readings can be large or run the other way; the % refers to the polarisation; further: on the % scale 0 is the no-effect control and ±100 the full control effect
# Target sequence (Q13526 whole entry, looked up): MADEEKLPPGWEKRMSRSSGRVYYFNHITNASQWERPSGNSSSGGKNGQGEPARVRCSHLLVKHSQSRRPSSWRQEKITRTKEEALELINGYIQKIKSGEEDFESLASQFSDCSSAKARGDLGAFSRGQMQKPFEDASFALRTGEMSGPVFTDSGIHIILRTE
# JMJD2A Tudor: JMJD2A Tudor domain (human) inhibition. O75164. AlphaScreen JMJD2A-Tudor / H3K4me3 peptide binding. Potency, µM (titrated, usually from 114 µM), inactives show top-dose activity change, negative = inhibition, actives largely listed as inhibitors. 390,000 compounds, 4.4% hits; further: on the % scale 0 is the no-effect control and ±100 the full control effect; nearly all actives have a fitted effect of over 50% in size
# HP1b binding inh: inhibitors of HP1-beta chromodomain binding to methylated histone tails; AlphaScreen HP1-beta / biotin-H3K9me3 peptide binding; P83916; Potency, µM (series often up to 114 µM), for the others: top-dose activity change, negative = inhibition, most hits filed as inhibitors; 390,000 compounds, 0.56% hits; further: nearly all actives have a fitted effect of over 70% in size; inactives centre near 23
# Target sequence (P83916 whole entry, looked up): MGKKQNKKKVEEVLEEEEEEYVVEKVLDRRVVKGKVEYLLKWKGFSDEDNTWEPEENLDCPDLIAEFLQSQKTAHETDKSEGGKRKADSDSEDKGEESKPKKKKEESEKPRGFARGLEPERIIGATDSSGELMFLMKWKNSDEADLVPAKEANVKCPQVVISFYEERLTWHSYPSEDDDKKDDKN
#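 HP1-beta protein (50 nM final) preincubated 30 min at room temperature with biotinylated H3(1-18)K9me3 peptide (50 nM) in PBS pH 7.4, 0.01% Tween-20, then compound added for 30 min. AlphaScreen streptavidin donor/nickel chelate acceptor beads (10 ug/mL final), 30 min dark, luminescence read.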
# BLM inh: Bloom syndrome helicase (human) inhibition; recombinant BLM DNA unwinding, fluorescence dequenching; 350,000 compounds, 0.2% hits; Potency, µM (series often up to 56.1 µM), without a hit: at the top dose activity change, negative = inhibition, hits mostly inhibitors; P54132;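 further: plate controls were vehicle for no effect and no enzyme for full effect; nearly all actives have a fitted effect of over 35% in size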
# * = called active by the depositor; i = inactive; ? = inconclusive; . = not tested or not shown; & = joins results of further samples; [ ] = remark or other dose. Unless noted, the call rests on the fitted dose curve; in most records, active means well fitted curve in the direction sought with a large enough effect; inconclusive means small, poorly fitted or top-dose-only effect, or another doubt; inactive means no such curve, though single readings can be large; an effect the other way counts as inactive or inconclusive. Potency means the concentration at half of the fitted maximal effect.
G9a block	BAZ2B block	GLS inhibitor	PGK inhibitor	POLI inh	Pin1 inh	JMJD2A Tudor	HP1b binding inh	BLM inh	Molecule
10.3%[2.33 µM]	-1.9%	-3.2%	i	18.1%	?	-14.5%	41.1%[activator]	-3.4%	O=C1NC(=O)/C(=C/c2cccc([N+](=O)[O-])c2)N1
4.8%[59 µM]	0.7%	2.1%	-0.2%	16.2%	-10.4%	-15.1%	20.9%	-1.9%	Cc1c(Cl)cccc1NC(=O)CCn1c(=O)c2cccn2c2ccccc21
12.6%[59 µM]	-1.2%	-6.8%	i	12.2%	4.8%	-13.6%	-2.5%	-3.1%	COC(=O)C(Oc1ccc2c(-c3ccc(OC)cc3)cc(=O)oc2c1)c1ccccc1 (centres undefined)
?	8.7%	8.3%	-0.9%	-12.1%	?	-6.4%	26.6%	2.4%	CC(=O)C1=C(C)Nc2ncnn2C1c1cccc(OCc2ccccc2)c1 (centres undefined)
?	-31.6%	6.2%	-6.0%	-1.7%	3.3%	-2.4%	26.7%	2.3%	Cc1noc(NS(=O)(=O)c2ccc(NC(=O)c3ccc(Br)o3)cc2)c1C
4.3%[59 µM]	-2.7%	0.1%	-0.6%	4.5%	-7.8%	1.0%	62.6%	-5.2%	c1ccc(OCCCCn2cnc3ccccc32)cc1
34.8%[59 µM]	-38.0%	11.1%	i	46.2%[activator]	-1.1%	?	17.4%	1.7%	CN(/N=C/C=C/c1ccccc1)c1cc(=O)n(C)c(=O)[nH]1
?	-5.2%	0.6%	-10.3%	-7.4%	0.3%	-20.7%	24.3%	-1.2%	COc1cc2c(c(OC)c1)C(c1ccncc1)CC(=O)N2 (centres undefined)

# Going on with the list.
G9a block	BAZ2B block	GLS inhibitor	PGK inhibitor	POLI inh	Pin1 inh	JMJD2A Tudor	HP1b binding inh	BLM inh	Molecule
17.4%[2.33 µM]	-0.8%	24.9%	0.2%	-5.2%	2.9%	-3.8%	21.7%	.	O=C(O)/C(=C\c1ccc(C(F)(F)F)cc1)c1ccc(S(=O)(=O)N2CCCC2)s1
45.5%[activator][12.7 µM]	0.5%	0.8%	8.0%	-14.8%	-1.5%	-19.3%	36.2%	.	c1ccc(CN2CCC3(CCCc4ccccc43)CC2)cc1
51.1%[59 µM]	60.1%[activator]	?	-9.4%	189.6%[activator]	-4.1%	39.8µM*	22.8%	-2.3%	CCOC(=O)C1CCN(S(=O)(=O)c2ccc(CC)cc2)CC1
?	.	?	3.2%	69.5%[activator]	44.5%[activator]	-29.3%[11.4 µM]	?	-5.0%	CCN1/C(=C\C=C2\C(=O)N(C)C(=S)N2C)Sc2ccccc21
2.7%[59 µM]	-22.7%	5.4%	?	5.2%	?	?	-9.5%	-27.1%	CCOc1ccc(N=Cc2c(C)[nH]n(-c3nc4ccccc4[nH]3)c2=O)cc1
-32.4%	?	1.7%	i	42.8%[activator]	3.3%	-16.1%	17.9%	-0.8%	COc1cccc(C(=O)Nc2cccc(-c3ccc4nncn4n3)c2)c1OC
32.3%[12.7 µM]	9.6%	-0.8%	10.7%	6.1%	1.5%	-7.1%	20.4%	.	Cc1ccc(NC(=O)COC(=O)CN2C(=O)NC3(CCCC3)C2=O)cc1F
60.9%[activator]	1.1%	3.9%	i	11.4%	4.4%	-9.0%	32.3%	-2.6%	Cc1ccc(S(=O)(=O)NCc2ccccc2)cc1C(=O)NC1CCCCC1

# Following part
G9a block	BAZ2B block	GLS inhibitor	PGK inhibitor	POLI inh	Pin1 inh	JMJD2A Tudor	HP1b binding inh	BLM inh	Molecule
2.2%	-18.4%	-0.6%	-2.4%	125.8%[activator]	-3.6%	-14.1%	-2.9%	-2.9%	CCOc1ccccc1N(CC(=O)NC1CCCCC1)C(=O)CCC(=O)Nc1cc(C)ccn1
?	-25.0%	-7.8%	i	-9.8%	5.1%	-20.1%	5.0%	.	COc1ccc(N(C)S(=O)(=O)c2cccc(C(=O)N3CCN(c4ccccc4)CC3)c2)cc1
8.2%[59 µM]	-4.7%	-0.1%	-6.0%	-0.1%	-5.1%	1.4%	51.8%[activator]	-1.7%	COC(=O)C1C(c2ccccc2)C=CC(c2ccccc2)C1C(=O)O (centres undefined)
.	-1.1%	12.5%	-2.2%	90.9%[activator]	-0.5%	0.7%	42.7%[activator]	-3.4%	Cc1ccc2c(c1)Oc1ccccc1C=C2C(=O)O
0.2%	?	0.2%	-3.4%	-21.0%	1.1%	-12.2%	37.1%	-0.4%	COc1ccc(CNC(=O)OCCN2CCN(S(=O)(=O)c3ccc(C)cc3)CCC2=O)cc1
-8.4%	0.6%	-0.9%	6.4%	50.0%[activator]	2.2%	-9.6%	41.5%[activator]	-8.2%	COc1ccc(Nc2nc3ccccc3n3cnnc23)cc1Cl
.	.	-4.2%	-4.5%	39.7%[activator]	-3.1%	-2.9%	23.5%	.	Cc1ccc(CNC(=O)C(=O)NCCCn2ccnc2)cc1
-7.5%[59 µM]	2.7%	-2.7%	-4.1%	4.9%	3.2%	-19.1%	6.5%	-1.4%	COCCNC(=O)CCn1c(=O)c2cc(OC)c(OC)cc2n(CC(=O)Nc2ccc(Cl)cc2F)c1=O

# Arranged by count of non-hydrogen atoms (ascending): part of the list above.
G9a block	BAZ2B block	GLS inhibitor	PGK inhibitor	POLI inh	Pin1 inh	JMJD2A Tudor	HP1b binding inh	BLM inh	Molecule
.	-1.1%	12.5%	-2.2%	90.9%[activator]	-0.5%	0.7%	42.7%[activator]	-3.4%	Cc1ccc2c(c1)Oc1ccccc1C=C2C(=O)O
.	.	-4.2%	-4.5%	39.7%[activator]	-3.1%	-2.9%	23.5%	.	Cc1ccc(CNC(=O)C(=O)NCCCn2ccnc2)cc1
-8.4%	0.6%	-0.9%	6.4%	50.0%[activator]	2.2%	-9.6%	41.5%[activator]	-8.2%	COc1ccc(Nc2nc3ccccc3n3cnnc23)cc1Cl
8.2%[59 µM]	-4.7%	-0.1%	-6.0%	-0.1%	-5.1%	1.4%	51.8%[activator]	-1.7%	COC(=O)C1C(c2ccccc2)C=CC(c2ccccc2)C1C(=O)O (centres undefined)
-7.5%[59 µM]	2.7%	-2.7%	-4.1%	4.9%	3.2%	-19.1%	6.5%	-1.4%	COCCNC(=O)CCn1c(=O)c2cc(OC)c(OC)cc2n(CC(=O)Nc2ccc(Cl)cc2F)c1=O

# Remaining list, next part
G9a block	BAZ2B block	GLS inhibitor	PGK inhibitor	POLI inh	Pin1 inh	JMJD2A Tudor	HP1b binding inh	BLM inh	Molecule
26.1%[59 µM]	4.6%	5.4%	-0.5%	?	?	-4.3%	57.5%[activator]	-9.5%	COc1cc(Nc2nc(SCC(=O)c3ccc(Cl)c(Cl)c3)nc3ccccc23)cc(OC)c1
-8.6%[0.501 µM]	22.7%	2.2%	i	134.5%[activator]	-6.6%	17.5%	53.5%[activator]	2.3%	CCCc1nc2ccccc2c(=O)n1CCc1ccccc1
11.2µM*	-26.3%&-17.9%	-24.9%&-8.7%	8.6%&-0.8%	?	1.6%&0.4%	?	2.1%&-0.4%	-9.7%&-8.6%	CN(c1ccccc1)S(=O)(=O)c1ccc(NC(=O)c2nc(S(C)(=O)=O)ncc2Cl)cc1
19.6%[59 µM]	7.7%	?	.	16.1%	6.9%	-4.3%	17.2%	1.2%	COCCNC(=O)C(=O)Nc1cccc(Br)c1
11.2%[59 µM]	2.0%	-0.7%	-2.2%	1.6%	1.3%	-13.4%	10.8%	-3.9%	Cc1ccc2nc(C(F)(F)F)c(C#N)c(N)c2c1
?	-39.0%	-0.9%	-0.6%	12.5%	0.0%	-14.0%	2.2%	-3.6%	CCc1nc(C)cn1S(=O)(=O)c1cc(Br)ccc1OC
.	-0.4%	-7.2%	0.3%	2.7%	-2.9%	-18.7%	26.7%	-1.6%	COc1cc2cc(CN(Cc3cccnc3)C(=O)Nc3ccccc3F)c(=O)[nH]c2cc1OC
-25.5%[59 µM]	-38.3%	-2.1%	3.1%	7.2%	-1.1%	-19.5%	39.5%[activator]	-3.1%	Cc1cc(C)nc(-n2nc(C)c3c2N(Cc2ccccc2)C(=O)CC3c2ccc(Cl)cc2)n1 (centres undefined)

# New compounds follow:
G9a block	BAZ2B block	GLS inhibitor	PGK inhibitor	POLI inh	Pin1 inh	JMJD2A Tudor	HP1b binding inh	BLM inh	Molecule
55.5%[activator]	0.8%	0.6%	5.0%	25.6%	-0.3%	-8.0%	15.2%	1.9%	CC(=O)c1cccc(CN2CCC(n3nccc3NC(=O)c3ccc4c(c3)OCO4)CC2)c1
11.3%	-13.7%	-7.6%	-2.9%	115.9%[activator]	9.1%	8.0%	13.1%	-6.8%	CC1CCN(C2=NC(=O)/C(=C/c3cccc(O)c3)S2)CC1
.	.	.	.	-1.1%	1.5%	-33.8%	7.5%	0.4%	CC(=O)Nc1ccc(SCC(c2ccccc2)N2CCN(CCc3ccccc3)CCC2=O)cc1 (centres undefined)
16.8%[59 µM]	0.7%	-1.8%	i	4.9%	-3.2%	-12.9%	57.0%[activator]	1.3%	C[C@@H]1C(=O)O[C@H]2[C@H]1CC[C@@]1(C)C(=O)C=C[C@@](C)(O)[C@H]21
?	-2.8%	-10.2%	1.6%	-8.5%	-2.0%	-17.9%	27.9%	9.3%	NCCCC[C@@H]1NC(=O)c2cc([N+](=O)[O-])cc(F)c2NCCCC[C@@H](C(N)=O)NC(=O)[C@H](CCC(N)=O)NC1=O
-4.3%	-27.3%[57.1 µM]	.	i	-10.7%	4.7%	?	-7.8%	-10.3%	O=C(c1ccc(COc2ccccc2Br)o1)N1CCN(c2ccccn2)CC1
.	?	-4.7%	-3.3%	17.7%	-0.6%	-25.1%	36.5%	-2.0%	Cc1cc(C)c(C#N)c(SCc2nnc(-c3ccccc3[N+](=O)[O-])o2)n1
.	-15.7%	24.1%	-2.9%	24.4%	-6.9%	-1.1%	19.8%	-5.0%	Cc1ccc(S(=O)(=O)Nc2nc(C)c(C(=O)NN)s2)cc1

# Some of the compounds tested; count on the stated rates, not on these rows.
